# Compound activity from PubChem.
# D1 ag – Allosteric Agonists of the Human D1 Dopamine Receptor: qHTS | D(1A) dopamine receptor (Homo sapiens), P21728 | HEK293 T-REx D1 cells, calcium flux, agonist mode | activation, % at 2 µM | actives 1% (n = 360,000); in the data active = activation above about 30%; also: 0% is about no effect
#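 Tetracycline-induced HEK293 TREx D1 cells, force-coupled to calcium signalling, were dye-loaded with a no-wash calcium kit. Compound was pin-added after a 10 s baseline. Fluorescence was read kinetically at 1 cycle/s for 180 s, with calcium rises flagged as agonism.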
# D1 potentiator – Potentiators of Human D1 Dopamine Receptor: qHTS; potentiation, % at 10 µM; D(1A) dopamine receptor (Homo sapiens), P21728; AID 504651, 2011; actives 0.036% (n = 360,000); HEK293 TREx D1 cells, calcium flux, dopamine EC20 potentiation; in the data active = potentiation above about 30%; also: 0% is about no effect
# Vif-APOBEC3G blk – qHTS for Inhibitors of Vif-A3G Interactions: qHTS | DNA dC->dU-editing enzyme APOBEC-3G (Homo sapiens), Q9HC16 | actives 0.076% (n = 410,000) | Potency, µM (doses to about 46.1 µM), inactives show at the highest dose activity, negative = active, hits mostly inhibitors | HeLa A3G-eYFP + Vif (tagged APOBEC3G with the HIV-1 protein that degrades it), YFP fluorescence, overnight;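 also: potency is read from the fitted curve at half-maximal effect; % is scaled to controls: 0 for no effect and ±100 for the full control effect; nearly all actives have a fitted effect of over 60% in size; hits raise eYFP signal because A3G escapes Vif-driven loss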
#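 Read-out is eYFP fluorescence (Ex 488/Em 500-530) from Vif-expressing HeLa A3G-eYFP cells; more signal means A3G escaped Vif-mediated degradation. Cells plated overnight, compound pinned in, incubated overnight at 37 deg C.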
# D2 PAM – HTS Assay for Positive Allosteric Modulators of the Human D2 Dopamine Receptor: Primary Screen for Potentiators; D(2) dopamine receptor (Homo sapiens), P14416; HEK293 T-REx D2, calcium flux, EC20 dopamine potentiation; potentiation, % at 10 µM; actives 0.34% (n = 340,000); AID 485347, 2010;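 active = potentiation over 3 SD above the plate norm, cut at about 30% in these data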; also: 0% is about no effect
#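 Primary screen. Calcium kinetics in induced HEK293 T-REx D2 cells: compound pre-addition 180 s, EC20 dopamine, 180 s more.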
# Vif-APOBEC3F blk – qHTS for Inhibitors of Vif-A3F Interactions: qHTS. HeLa A3F-eYFP + Vif (tagged APOBEC3F with the HIV-1 protein that degrades it), YFP fluorescence increase. actives 0.2% (n = 390,000). Potency, µM (highest dose often 46.1 µM), for inactives: at the highest dose activity, negative = active; also: potency is read from the fitted curve at half-maximal effect; % of control where 0% means no effect; nearly all actives have a fitted effect of over 65% in size
#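 Fluorescence increase (Ex 488/Em 500-530) after overnight compound treatment at 37 deg C flags inhibition of Vif-driven A3F-eYFP loss in stable HeLa A3F-eYFP/Vif cells seeded overnight beforehand.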
# LDHA inh – qHTS assay for inhibitors of human lactate dehydrogenase | purified LDHA, NADH/diaphorase-resazurin fluorescence; hits give low values | activity change, % (values are at about 110 or 230 µM) | actives 0.15% (n = 480,000) | AID 1347041, 2019; in the data active = activity change below about -30%; inconclusive = mostly about -25% to -30%;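 also: plate controls were DMSO wells for no effect and wells without enzyme for full effect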
#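 Human LDH5 (2 nM) was incubated with 0.06 mM NADH and 0.2 mM pyruvate for 5 min at room temperature in Tris pH 7.4. Remaining NADH was coupled through diaphorase/resazurin, and resorufin fluorescence was read at 0 and 20 min.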
# RXFP1 ag – qHTS Assay for Agonists of the Relaxin Receptor RXFP1; HEK293T-RXFP1 cAMP TR-FRET, 30 min; response scale: percent of porcine relaxin response, buffer zero; Potency, µM (top dose mostly 57.5 µM), inactives show top-dose activation, hits mostly activators; actives 0.3% (n = 370,000); also: potency is read from the fitted curve at half-maximal effect; % is scaled to controls: 0 for no effect and ±100 for the full control effect; nearly all actives have a fitted effect of over 60% in size; many of its hits are not listed in these tables
# Target sequence (Q9HBX9 whole entry, looked up): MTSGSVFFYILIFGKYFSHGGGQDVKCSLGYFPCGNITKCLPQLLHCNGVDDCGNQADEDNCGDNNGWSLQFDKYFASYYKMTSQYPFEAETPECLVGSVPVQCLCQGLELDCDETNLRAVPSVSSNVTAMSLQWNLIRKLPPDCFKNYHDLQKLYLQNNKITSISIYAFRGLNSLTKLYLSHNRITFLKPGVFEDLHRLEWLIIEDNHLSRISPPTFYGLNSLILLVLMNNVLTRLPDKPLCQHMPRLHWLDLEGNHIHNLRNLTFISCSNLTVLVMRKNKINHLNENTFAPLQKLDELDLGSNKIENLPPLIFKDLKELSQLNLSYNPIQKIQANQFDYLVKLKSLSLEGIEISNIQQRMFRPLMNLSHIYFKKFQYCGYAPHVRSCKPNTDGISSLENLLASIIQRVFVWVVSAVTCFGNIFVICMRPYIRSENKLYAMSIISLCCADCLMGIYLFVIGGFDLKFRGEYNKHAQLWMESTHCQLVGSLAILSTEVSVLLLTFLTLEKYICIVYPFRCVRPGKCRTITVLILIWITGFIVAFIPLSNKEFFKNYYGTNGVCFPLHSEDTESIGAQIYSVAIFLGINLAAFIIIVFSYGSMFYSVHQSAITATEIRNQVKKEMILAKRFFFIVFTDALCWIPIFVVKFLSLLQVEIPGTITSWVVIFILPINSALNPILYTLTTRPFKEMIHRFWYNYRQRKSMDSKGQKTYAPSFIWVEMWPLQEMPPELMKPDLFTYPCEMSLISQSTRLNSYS
#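 cAMP rise read by TR-FRET after 30 min, 37C compound exposure (up to 58 uM) in RXFP1-transfected HEK293 cells with Ro 20174 present. EC50 from Hill-equation fits, with 29 nM porcine relaxin as 100% and buffer as basal.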
# Glioma ERSR ind – qHTS for Inducers of the Endoplasmic Reticulum Stress Response (ERSR) in Human Glioma: qHTS; U87-MG GRP78 promoter luciferase reporter, 16 h; actives 0.02% (n = 420,000); Potency, µM, for the others: top-dose activation, most hits filed as activators; also: potency is read from the fitted curve at half-maximal effect; series mostly up to about 76 µM; % of control where 0% means no effect; nearly all actives have a fitted effect of over 35% in size
#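 ERSR induction read as luciferase luminescence (Bright-Glo, 10 min at room temperature) in stably transfected human U87-MG glioma cells exposed to compounds for 16 h, using GRP78 as sensor.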
# D1 antagonist – Antagonist of Human D 1 Dopamine Receptor: qHTS; D(1A) dopamine receptor (Homo sapiens), P21728; HEK293 TREx D1 cells, calcium flux, dopamine EC80; hits give low values; activity change, negative = inhibition, % at 10 µM; actives 3.2% (n = 360,000); AID 504652, 2011; in the data active = activity change below about -30%; also: % is scaled to controls: 0 for no effect and ±100 for the full control effect
#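 Inducible Hek293 Trex D1 cells (tetracycline, overnight, 30 C). Calcium dye 30–90 min RT. Antagonist mode: EC80 dopamine added after 180 s compound read.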
# * hit, by the source's call; u = inconclusive; x = not tested or not shown; & = joins results of further samples. Unless noted, calls follow the shape of the dose curve; as a rule, active = well fitted curve in the direction sought with a large enough effect; inconclusive = small, poorly fitted or top-dose-only effect, or another doubt; inactive = no such curve, though single readings can be large; an effect the other way counts as inactive or inconclusive. The list is partial; count on the stated rates, not on these rows.
Molecule,D1 ag,D1 potentiator,Vif-APOBEC3G blk,D2 PAM,Vif-APOBEC3F blk,LDHA inh,RXFP1 ag,Glioma ERSR ind,D1 antagonist
CCCCOC(=O)CCCN1C(=O)/C(=C2\SC(=S)N(CCCC(=O)OCCCC)C2=O)SC1=S,4,-6,3%,4,-1%,2,0.0%,-4%,0
Cc1ccc(/C=N/NC(=O)CCCOc2ccc(Cl)cc2Cl)cc1,4,-8,u,7,-2%,-8,7.0%,1%,6
COc1ccc(OC)c(C2C(C(=O)c3ccco3)=C(O)C(=O)N2CCN2CCOCC2)c1 (stereo not given),1,0,x,15,x,x,9.2%,x,10
CC(CCCC(C)(C)O)NCCO (stereo not given),1,0,3%,2,-6%,-2,1.7%,-1%,-13
CSCC[C@H](NC(=O)c1ccc(Cl)c(S(=O)(=O)N2CCCC2)c1)c1nc2ccccc2[nH]1,10,1,0%,10,-10%,-9,1.5%,-2%,25
O=c1[nH]nc(-c2ccc(F)cc2)cc1Cc1ccccc1,0,5,-2%,21,2%,-2,1.6%,-3%,-22
CCc1ccc(C(=O)NC(Cc2c[nH]c3ccccc23)C(=O)OCC(=O)c2ccc(Br)cc2)cc1 (stereo not given),3,-5,6%,-8,3%,-7,-2.4%,-3%,-6
NS(=O)(=O)c1ccc(NC(=O)COc2cccc3ccccc23)cc1,3,1,-8%,3,-11%,-5,-3.7%,-4%,-17
O=C(CSc1nnc2n1CCCN2)c1ccccc1,3,-4,-1%,-1,8%,-7,2.3%,2%,6
O=C(COc1ccc(S(=O)(=O)N2CCOCC2)cc1)NCc1ccco1,1,-7,0%,-21,13%,-4,0.6%,-6%,3
Cc1noc(N)c1C(=O)Nc1ccccc1F,0,-7,-5%,-5,-5%,-4,-2.0%,-1%,0
Cc1coc2c1c(C)cc1oc(=O)c(Cc3ccccc3)c(C)c12,-1,-9,-3%,-2,-1%,-4,6.4%,-3%,8
O=C(CN(C1CC1)S(=O)(=O)c1ccc(S(=O)(=O)NC2CCCCC2)cc1)Nc1ccccc1,5,-2,-2%,1,-2%,1,2.0%,-5%,-12
C#CCOc1ccc(-c2nnc(Nc3ccc(NC(C)=O)cc3)c3ccccc23)cc1,-1,-1,-6%,3,-2%,-2,6.1%,1%,5
O=C(CN(Cc1ccccc1)S(=O)(=O)c1ccc(Br)cc1)NCC1CCCO1 (stereo not given),1,-1,-3%,-7,6%,-3,0.5%,-6%,-1
CC(C)CCNC(=O)CN(C(=O)CCC(=O)Nc1ccccn1)c1ccc(F)c(Cl)c1,6,4,-2%,-6,-7%,-6,-3.2%,-1%,18
CCOC(=O)CNC=C(C(=O)OCC)C(=O)OCC,1,-6,1%,15,-14%,0,0.1%,-3%,-4
O=c1cc(N2CCCCC2)nc2n1CCCS2,1,3,-7%,6,-3%,-2,2.9%,3%,-14
OCCNC(=S)Nc1ccc2nsnc2c1,2,-7,-1%,-7,4%,7,13%,-5%,-8
Cc1ccc(S(=O)(=O)CCC(=O)OCC(=O)Nc2cc(F)ccc2C)cc1,3,-1,2%,x,-22%,-2,1.5%,-4%,2
Cc1cccc(N2CCN(S(=O)(=O)c3ccc4c(c3)C(C(C)C)C(=O)N4)CC2)c1C (stereo not given),6,0,-4%,2,0%,4,3.6%,-1%,-37*
C=CCCC(=O)N1C[C@H]2CON(C)[C@H]2C[C@H]1c1cccc(N2CCOCC2)c1,x,x,0%,x,3%,-19,x,-1%,x
Cc1cc(S(=O)(=O)NCC(c2ccco2)S(=O)(=O)c2ccccc2)ccc1F (stereo not given),-1,-2,4%,-3,9%,-14,-0.6%,4%,x
Cc1cc(C)c(C(=O)CSc2nnc(C)s2)c(C)c1,1,-6,2%,3,-2%,1,1.9%,-1%,-14
CC(C)(C)C(=O)Nc1ccc(C(=O)CSc2nnc(C3CC3)n2C2CC2)cc1,0,7,-3%,-6,8%,-1,-1.2%,-2%,-12
Cc1ccccc1NC(=O)COC(=O)c1ccc(S(C)(=O)=O)c([N+](=O)[O-])c1,2,-1,u,-6,0%,-9&-1,1.0%,-12%&-14%,-3
CCOCCCNC(=O)c1c(NC(=O)Cc2coc3ccc(C)cc23)sc2c1CCC2,7,2,-10%,3,-1%,1,-0.7%,-3%,-11
O=C(NC1CCN(S(=O)(=O)c2ccc(Cl)c(F)c2)CC1)c1cccnc1,2,-1,0%,12,9%,-5,-1.2%,-2%,5
CCC(=O)NC(c1ccccc1)c1nc2ccccc2[nH]1 (stereo not given),1,-5,-8%,-1,-7%,-5,-0.2%,5%,-1
CC(C)Oc1ccc(C(=O)OC(C)C(=O)Nc2nc(-c3cccc([N+](=O)[O-])c3)cs2)cc1 (stereo not given),0,-4,0%,1,-9%,-6,1.3%,1%,10

# An excerpt of these results, with two lines to a compound.
# Screens in order: D1 ag	D1 potentiator	Vif-APOBEC3G blk	D2 PAM	Vif-APOBEC3F blk	LDHA inh	RXFP1 ag	Glioma ERSR ind	D1 antagonist
> CC(C)CCNC(=O)CN(C(=O)CCC(=O)Nc1ccccn1)c1ccc(F)c(Cl)c1
 : 6	4	-2%	-6	-7%	-6	-3.2%	-1%	18
> CCOC(=O)CNC=C(C(=O)OCC)C(=O)OCC
 : 1	-6	1%	15	-14%	0	0.1%	-3%	-4

# Next records.
Molecule,D1 ag,D1 potentiator,Vif-APOBEC3G blk,D2 PAM,Vif-APOBEC3F blk,LDHA inh,RXFP1 ag,Glioma ERSR ind,D1 antagonist
CSCC[C@H](NC(=O)C1CCN(S(=O)(=O)c2ccc(C)cc2)CC1)C(=O)NC1CCS(=O)(=O)C1 (stereo not given in full),5,-1,3%,-18,-4%,-5,-1.8%,-3%,-6
CCOc1ccc(NC(=O)c2sc(-n3nc(C)c(Cc4ccc(Cl)cc4)c3C)nc2C)cc1,1,1,0%,-10,4%,-4,-1.6%,-4%,8
CCCCN(CCCNC(=O)CN1C(=O)COc2ccccc21)c1ccccc1,-3,-3,1%,17,-19%,6,-0.5%,-2%,-25
Cc1cc(-c2n[nH]c(=S)n2/N=C/c2ccc(Br)s2)n[nH]1,1,-6,-1%,10,-2%,-4,2.0%,-5%,0
CCN(CC1COc2ccccc2O1)C(=O)CN1C(=O)NC(C)(c2ccc(C)cc2)C1=O (stereo not given),28,-1,-3%,-1,0%,1,0.4%,-3%,-13
C[C@H](CO)N1C[C@H](C)[C@@H](CN(C)C(=O)NC2CCCCC2)Oc2ccc(NC(=O)C3CCCCC3)cc2C1=O,x,x,-4%,x,-2%,-7,x,0%,x
COc1ccc(NC(=O)CSc2nnc3ccc(-c4cccnc4)nn23)cc1,1,-13,0%,-2,-14%,5,10%,-1%,-10
CC(C)CCNC(=O)CN(CCCN1CCOCC1)C(=O)Cn1nnc(-c2ccc(F)cc2)n1,1,-8,1%,7,-5%,-6,1.1%,-4%,5
CC(=O)NC(Cc1ccc(F)cc1)C(=O)NC1CCN(c2nnnn2-c2ccccc2)CC1 (stereo not given),0,-1,1%,6,-16%,-2,-0.3%,-6%,-7
COc1ccc2c(c1)[nH]c1c(N3CCN(Cc4ccc5c(c4)OCO5)CC3)ncnc12,9,-10,-16%,-14,4%,-6,-2.5%,-10%,-6
CCOC(=O)c1cnc[nH]c1=O,x,x,3%,x,1%,0,x,-3%,x
Cc1ccc(-n2ncc(C(=O)N3CCN(C(=O)c4ccco4)CC3)c2C2CCN(C(=O)OC(C)(C)C)CC2)cc1C,-1,2,-2%,2,5%,0,5.2%,-4%,10
COc1ccc(CC(=O)Nc2cc(S(=O)(=O)N3CCOCC3)ccc2N2CCCC2)cc1,x,x,0%,x,1%,-3,x,-6%,x
Cc1cc(C)cc(-n2nnc(C(=O)NCc3ccc(Cl)cc3)c2N)c1,10,4,-4%,-2,-6%,-1,4.6%,-5%,0
C=C[C@]1(C)C[C@@H](OC(=O)CSCCN(CC)CC)[C@]2(C)C(C)CC[C@]3(CCC(=O)[C@H]32)[C@@H](C)[C@@H]1O (stereo not given in full),2&-1,-3&-6,1%&-1%,7&-11,0%&4%,-4&-9,0.3%&0.1%,1%&-2%&-3%,10&10
Cc1ccc(OCCNC(=O)c2cc(=O)[nH]c3ccccc23)cc1,2,-2,0%,7,0%,-1,-0.3%,-4%,-12
CC(C)OC(=O)c1ccc(N2CCN(c3ccc(F)cc3)CC2)nc1,3,-10,1%,-1,-8%,-3,-0.1%,-4%,-14
COC(=O)c1cc(-c2ccc(Cl)cc2)c2c(=O)[nH]c(=O)n(C)c2n1,-1,-2,x,0,x,-8,30%,x,12
COCCNC(=O)Cn1nc(C(F)(F)F)c(Cl)c1C,5,-6,1%,14,2%,-2,1.3%,0%,5
CN(Cc1ccccc1)C(=O)COc1ccc(Br)cc1Cl,1,2,0%,-2,1%,0,4.5%,-3%,2
CC(C)(C)OC(=O)N1CCCN(C(=O)Nc2ccc(C(F)(F)F)cc2)CC1,4,-4,-7%,-16,-7%,0,1.7%,-4%,-31*
CCC1=NN(C(=O)Cc2ccc([N+](=O)[O-])cc2)C(O)(c2ccc(Br)cc2)C1 (stereo not given),6,-6,-1%,-3,u,1,-1.2%,-3%,1
CCOC(=O)CC(NC(=O)c1cc2ccccc2oc1=O)c1cccc([N+](=O)[O-])c1 (stereo not given),4,3,-2%,15,18%,-3,4.1%,-5%,15
COc1ccc(-c2cc(=O)c3c(O)cc(O)cc3o2)cc1,-2,-7,-4%,3,-2%,-8,0.6%,0%&-3%&-4%&1%,10
CC(C)C(=O)N1CCN(c2nc3ccc(Cl)cc3s2)CC1,12,6,3%,-1,-11%,-3,-2.9%,3%,-27
